Bim-Bcl-B: disrupts Bim peptide binding to human Bcl-B; bead-based flow cytometry; inhibition, % at 10 µM; 190,000 compounds, 0.073% hits;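 also: 0% = tracer peptide without compound and 100% = reference inhibitor peptide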
Bcl-W Bim block: human Bim-Bcl-W interaction inhibition; AID 952; bead-based flow cytometry, Bim peptide-Bcl-W binding; 190,000 compounds, 0.02% hits; Q92843; inhibition, % at 10 µM;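 also: 0% = bound tracer without compound and 100% = peptide blocker; higher means less fluorescent Bim peptide bound to Bcl-W beads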
Target sequence (Q92843 whole entry, looked up): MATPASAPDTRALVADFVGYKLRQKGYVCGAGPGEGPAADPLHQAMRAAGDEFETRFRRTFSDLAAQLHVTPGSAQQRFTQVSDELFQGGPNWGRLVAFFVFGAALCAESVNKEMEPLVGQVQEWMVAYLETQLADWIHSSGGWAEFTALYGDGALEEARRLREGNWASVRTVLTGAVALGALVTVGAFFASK
ABCG2 block: inhibitors of human ABCG2 transporter, ABCB1 counter-screen; Q9UNQ0; AID 1325; IgMXP3 cells, JC-1 efflux, flow cytometry; inhibition, % at 6.6 µM; 190,000 compounds, 0.1% hits;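 active = inhibition above 80%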;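 also: 0% = DMSO and 100% = nicardipine control wells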
Target sequence (Q9UNQ0 whole entry, looked up): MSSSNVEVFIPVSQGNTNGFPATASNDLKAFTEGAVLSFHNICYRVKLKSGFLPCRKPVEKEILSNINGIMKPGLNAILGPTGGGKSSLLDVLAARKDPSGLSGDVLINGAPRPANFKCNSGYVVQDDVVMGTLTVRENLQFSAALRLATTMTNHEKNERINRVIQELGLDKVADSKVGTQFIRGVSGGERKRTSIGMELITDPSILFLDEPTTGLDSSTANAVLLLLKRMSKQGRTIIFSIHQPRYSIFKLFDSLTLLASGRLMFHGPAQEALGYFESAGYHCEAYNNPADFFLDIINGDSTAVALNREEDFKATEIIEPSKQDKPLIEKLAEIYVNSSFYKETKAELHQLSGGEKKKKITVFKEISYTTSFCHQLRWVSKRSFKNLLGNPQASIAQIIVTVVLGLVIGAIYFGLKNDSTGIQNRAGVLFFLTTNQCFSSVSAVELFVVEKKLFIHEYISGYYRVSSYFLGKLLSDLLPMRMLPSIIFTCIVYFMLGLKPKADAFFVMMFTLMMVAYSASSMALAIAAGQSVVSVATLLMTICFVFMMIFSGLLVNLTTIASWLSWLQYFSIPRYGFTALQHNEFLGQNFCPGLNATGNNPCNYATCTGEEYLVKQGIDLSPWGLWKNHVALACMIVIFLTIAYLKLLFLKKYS
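Test system: IgMXP3 (ABCG2) plus far-red-tagged CCRF-Adr (ABCB1) cells / Amount: 3 million cells/mL in well / Reagent: JC-1 transporter substrate / Timing: 10 min compound exposure, 25 °C / Signal: flow cytometry, 530 nm JC-1 signal / Read-out: percent efflux inhibition, scaled nicardipine 100% to DMSO 0% / Benchmarks: nicardipine as high control, DMSO as low control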
ABCB1 block: blocks JC-1 efflux by human ABCB1 transporter; 190,000 compounds, 0.067% hits; P08183; inhibition, % at 6.6 µM; CCRF-Adr cells, flow cytometry; in the data active = inhibition above about 40%;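 also: 0% = vehicle and 100% = reference inhibitor; higher value means more JC-1 retained so stronger ABCB1 efflux block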
Bcl-XL Bim block: inhibitors of Bim-Bcl-XL interaction, human; Q07817; Bim peptide-Bcl-XL binding, bead flow cytometry, fluorescence; inhibition, % at 10 µM; 190,000 compounds, 0.04% hits
RGS4-Gao reg: modulates binding of RGS4 to human Galphao; Multiplexed bead flow cytometry; actives lie on both sides; binding response (% of control), % at 10 µM; 220,000 compounds, 0.33% hits; AID 1415; in the data active = binding response below about 49% or above about 150%; inactive = in between;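 also: fluorescent Galphao activated with aluminum fluoride binding bead-coupled RGS4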
RGS8-Gao: modulates binding of RGS8 to human Galphao; AID 1423; 220,000 compounds, 0.34% hits; P09471; response (percent of control binding), % at 10 µM; multiplexed bead flow cytometry; actives lie on both sides; in the data active = response below about 60% or above about 140%; inactive = in between;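 also: Galphao activated as the GDP aluminium fluoride complex binding bead-coupled RGS8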
Bim-Bfl-1: disrupts Bim binding to human Bfl-1. Bead-based flow cytometry, Bim-Bfl-1 binding inhibition. inhibition, % at 10 µM. Q16548. 190,000 compounds, 0.12% hits;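 also: 0% = wells without compound plus tracer and 100% = blocker peptide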
Bim-Bcl-2: disrupts Bim peptide binding to human Bcl-2. inhibition, % at 10 µM. Bead-based flow cytometry, Bim peptide-Bcl-2 binding. P10415. 190,000 compounds, 0.06% hits; in the data active = inhibition above about 40%; inconclusive = no clear call, values can overlap the other calls;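 also: 0% = no compound wells with probe peptide and 100% = reference peptide inhibitor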
GSH fluor: compound fluoresces at 488/530 nm on GSH beads | GSH beads flow cytometry, compound fluorescence 488/530 nm; hits give high values | fluorescence (KMESF) at 10 µM | 190,000 compounds, 0.25% hits | AID 1776; in the data active = fluorescence above about 89;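 also: glutathione beads carrying GST-tagged Bcl family fusion proteins plus one bare bead set; values are compound well signal with DMSO vehicle wells as background; inactives centre near 16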
RGS7-Gao reg: regulators of human RGS7-Galphao interaction | P09471 | 220,000 compounds, 0.35% hits | binding response (% of control), % at 10 µM | Multiplexed bead flow cytometry, RGS7-Galphao binding; actives lie on both sides; in the data active = binding response below about 49% or above about 150%; inconclusive = no clear call, values can overlap the other calls; inactive = in between;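 also: fluorescent Galphao held in activated GDP-AlF4 state binding bead-coupled RGS7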
Active calls of the source: *; ? = inconclusive. Rule as the data show it, unless noted: active = inhibition above about 40%.

SMILES	Bim-Bcl-B	Bcl-W Bim block	ABCG2 block	ABCB1 block	Bcl-XL Bim block	RGS4-Gao reg	RGS8-Gao	Bim-Bfl-1	Bim-Bcl-2	GSH fluor	RGS7-Gao reg
CCCCNc1oc(-c2ccc(OC)cc2)nc1S(=O)(=O)c1ccccc1	-5	0	2	0.5	-3	100	100	-9	-12	11	102
CC1(C)CC(=O)C(C(c2ccc(F)cc2)C2C(=O)CC(C)(C)CC2=O)C(=O)C1	5	3	-2	-0.7	5	93	93	13	11	8	93
Cc1ccc(C(=O)Cn2c3[n+](c4ccccc42)CC(O)CS3)cc1 (stereo not given)	-2	-1	1	0.5	-1	99	101	-6	0	11	100
CN1CCN(NC(=O)CN(C)S(=O)(=O)c2cc(Cl)ccc2Cl)CC1	0	-3	3	1.4	-2	100	101	0	-3	20	100
O=[N+]([O-])c1cnn2cc(Br)cnc12	-6	-2	3	0.7	-2	102	104	-6	-2	10	102
O=S(=O)(NC1CCN(Cc2ccccc2)CC1)c1cccc2cccnc12	-2	-4	0	0.1	-2	102	107	-4	-5	16	102
Cc1c(C(=O)OCC(=O)NCc2ccc3c(c2)OCO3)cccc1[N+](=O)[O-]	-12	-5	8	0.7	-7	105	102	-5	-8	6	103
O=C(O)CCc1nc(-c2cccs2)no1	-10	-4	2	-0.1	-1	99	99	-22	-9	30	98
N#Cc1cc(-c2ccccc2)nnc1Sc1ccc(Cl)cc1	-3	-2	1	0.0	-1	94	95	-1	-4	3	94
COc1ccc2c(c1)[nH]c1c(=O)n(CC3CCCO3)cnc12 (stereo not given)	-6	2	13	0.0	2	99	96	-13	-6	39	104
O=[N+]([O-])c1ccc(CN2C=NS(=O)(=O)c3ccccc32)cc1	-8	-5	6	1.1	-11	101	104	-3	-5	9	101
O=C(NC1CCCC1)C1c2ccccc2C(=O)N1CCCN1CCOCC1 (stereo not given)	-1	-2	2	-0.2	-5	95	98	-3	0	13	94
Cc1c(Cl)cnc(NC(=O)CSc2nncs2)c1Cl	-7	-2	6	0.0	-3	100	97	-13	-8	10	96
Cc1ccc(-n2c(SCc3nnc4n3CCC4)nnc2-c2ccccc2)cc1	-1	-4	2	3.2	-9	102	102	-7	-7	37	103
COc1ccc(N=Cc2cc3c(cc2O)OC(N)=C(C#N)C3c2ccccc2)cc1 (stereo not given)	-8	-3	2	0.5	-2	102	102	-8	-8	12	101
CC1(C)CCN(Cc2ccccc2)C1CC#N (stereo not given)	0	-2	0	0.1	3	102	100	-1	-5	8	106
CCC(=O)Oc1ccc(C/C(=N\O)c2ccc(O)cc2O)o1	-2	3	-1	-1.2	3	98	94	1	1	24	98
O=C(O)CCC(C(=O)O)n1c(O)c(C2=c3ccccc3=NC2=O)sc1=S (stereo not given)	0	4	0	-0.1	-2	100	101	-7	-2	47	99
CCc1nnc(NC(=O)c2cccc(C(=O)Nc3nnc(CC)s3)n2)s1	0	-10	1	0.1	-7	99	101	-6	-1	16	99
Cc1nnc(SCc2ccccn2)n(N)c1=O	-1	1	1	0.2	1	101	100	-4	1	10	98

Part of the list above in order of heavy-atom count, descending:
SMILES	Bim-Bcl-B	Bcl-W Bim block	ABCG2 block	ABCB1 block	Bcl-XL Bim block	RGS4-Gao reg	RGS8-Gao	Bim-Bfl-1	Bim-Bcl-2	GSH fluor	RGS7-Gao reg
Cc1c(C(=O)OCC(=O)NCc2ccc3c(c2)OCO3)cccc1[N+](=O)[O-]	-12	-5	8	0.7	-7	105	102	-5	-8	6	103
O=C(O)CCC(C(=O)O)n1c(O)c(C2=c3ccccc3=NC2=O)sc1=S (stereo not given)	0	4	0	-0.1	-2	100	101	-7	-2	47	99
N#Cc1cc(-c2ccccc2)nnc1Sc1ccc(Cl)cc1	-3	-2	1	0.0	-1	94	95	-1	-4	3	94
O=C(O)CCc1nc(-c2cccs2)no1	-10	-4	2	-0.1	-1	99	99	-22	-9	30	98
O=[N+]([O-])c1cnn2cc(Br)cnc12	-6	-2	3	0.7	-2	102	104	-6	-2	10	102

(further entries)
SMILES	Bim-Bcl-B	Bcl-W Bim block	ABCG2 block	ABCB1 block	Bcl-XL Bim block	RGS4-Gao reg	RGS8-Gao	Bim-Bfl-1	Bim-Bcl-2	GSH fluor	RGS7-Gao reg
C=C(C)Cn1c(C)cc(C)c(S(=O)(=O)c2cccc(C)c2)c1=O	-3	2	5	1.2	0	97	100	-4	-1	18	95
CCOC(=O)c1c(NC(=O)c2ccn(CC)n2)sc2c1CCCC2	-2	-1	17	1.5	0	96	98	0	-4	32	100
O=c1oc2cc(OCc3ccc([N+](=O)[O-])cc3)ccc2c2c1CCCC2	-7	0	4	0.5	-3	97	101	-9	-6	58	101
N=c1c2c3c(sc2nc2n1CCC2)CCCC3	-9	-1	-1	-0.2	-8	105	103	-13	-12	35	100
CCn1nc(NC(=O)c2ccco2)c2cc3ccc(C)cc3nc21	1	0	2	0.2	1	100	100	3	-3	21	100
COc1ccc(C(=O)/C(C#N)=N/Nc2cccc([N+](=O)[O-])c2)cc1	-1	0	52	2.2	-3	101	100	-2	-2	27	103
O=C(CCCCCN1C(=O)c2ccccc2C1=O)Nc1ccc2c(c1)OCCO2	-13	-1	5	1.0	-6	95	97	0	-7	30	97
Cc1ccc(NCC(=O)N/N=C/c2cc(O)ccc2[N+](=O)[O-])cc1	7	0	2	-0.1	2	102	98	5	4	21	103
COc1ccc(CCn2c(-c3cc([N+](=O)[O-])cc([N+](=O)[O-])c3)nc3nc4ccccc4nc32)cc1OC	-10	-4	32	4.2	-10	102	104	-8	-10	10	101
Cc1ccc2c(c1)c1c(n2C)C(C(N)=O)CCC1 (stereo not given)	1	0	-1	0.0	4	95	96	8	0	52	91
COc1ccc(N(CC(=O)NCCSC(C)(C)C)S(C)(=O)=O)c(OC)c1	-2	6	1	0.5	-2	104	101	-10	-7	9	104
Cc1ccc2c(c1)NC(=O)C(CC(=O)NCCCN1CCN(c3cc(C)ccc3C)CC1)O2 (stereo not given)	-10	1	-4	-2.5	-4	103	101	-6	-7	24	103
Cc1[nH]c2ccccc2c1C(=O)C(=O)NCc1ccco1	-4	-8	-3	0.2	-5	103	104	2	0	19	107
CCOC(=O)N1CCN(c2ncnc3c2cnn3-c2ccc(Cl)cc2)CC1	-11	-4	39	0.5	-9	100	99	-20	-7	35	95
O=C(NN=C1CCCCCCCCCCC1)c1cccnc1	-4	-2	1	0.4	-1	103	100	-10	-2	12	99
Cn1c(N2CCN(S(=O)(=O)c3ccc(Cl)cc3)CC2)nc2ccccc21	-3	-6	2	0.5	-6	105	104	-7	-8	48	106
CCCN(CCC)c1nc(Cl)nc(NCc2ccco2)n1	-9	-1	1	0.2	0	102	100	-12	-8	51	102
COc1ccc(CCn2nnnc2C(C(C)C)N2CCC(C(N)=O)CC2)cc1OC (stereo not given)	-9	-4	1	0.5	-8	96	98	-7	-9	12	94
CCN(CC)C(=O)Cc1c(OC)ccc2cc(Br)ccc12	-3	0	16	1.9	-1	96	95	-4	-4	21	101
COc1cc2nc(C3CC3)n(NC(=O)c3ccc(F)cc3)c(=O)c2cc1OC	-7	0	-1	-0.4	-4	98	100	-14	-8	35	93

Single records (already shown). Order of values: Bim-Bcl-B, Bcl-W Bim block, ABCG2 block, ABCB1 block, Bcl-XL Bim block, RGS4-Gao reg, RGS8-Gao, Bim-Bfl-1, Bim-Bcl-2, GSH fluor, RGS7-Gao reg
O=C(NN=C1CCCCCCCCCCC1)c1cccnc1 is listed with -4, -2, 1, 0.4, -1, 103, 100, -10, -2, 12, 99
COc1cc2nc(C3CC3)n(NC(=O)c3ccc(F)cc3)c(=O)c2cc1OC is listed with -7, 0, -1, -0.4, -4, 98, 100, -14, -8, 35, 93
Cc1[nH]c2ccccc2c1C(=O)C(=O)NCc1ccco1 is listed with -4, -8, -3, 0.2, -5, 103, 104, 2, 0, 19, 107

Following part:
SMILES	Bim-Bcl-B	Bcl-W Bim block	ABCG2 block	ABCB1 block	Bcl-XL Bim block	RGS4-Gao reg	RGS8-Gao	Bim-Bfl-1	Bim-Bcl-2	GSH fluor	RGS7-Gao reg
O=C(C1CC1c1ccccc1)N1CCOCC1 (stereo not given)	1	5	0	0.0	-2	77	93	0	2	17	84
Cc1ccc2oc(-c3cccc(NC(=O)c4ccc(Br)o4)c3)nc2c1	-6	4	1	0.2	-3	97	103	-8	-4	42	98
CC1CC1C(=O)Nc1nc(-c2ccccc2)cs1 (stereo not given)	0	-3	3	0.2	1	94	100	0	-4	6	98
CC(=O)Nc1ccc(N2CCCC2)cc1	-1	-2	-1	-0.5	0	98	104	1	-2	24	98
Cc1nn(C)cc1/C=N/NC(=S)Nc1ccccc1	-34	2	4	0.3	-5	97	92	11	2	9	136
O=C(NCCN1CCOCC1)c1cc(Sc2ccc(F)cc2F)nc2ccccc12	1	4	11	1.6	1	99	101	-4	0	25	122
COc1ccc(-n2c3c(cc(C(=O)Nc4cccc(C)n4)c2=O)C(=O)CC(C)(C)C3)cc1	-6	0	20	2.5	-3	99	100	-9	-4	12	94
Cc1ccc(N(Cc2cc3ccccc3[nH]c2=O)S(C)(=O)=O)cc1	-4	-2	-1	-0.3	-2	102	103	-5	-4	9	104
Cc1ccc(Cc2cnc(NC(=O)CN3CCOCC3)s2)cc1Cl	-10	-1	8	1.2	-7	84	86	-11	-7	17	92
COc1cccc(C(=O)NN2CC(O)=C(c3nc4ccccc4s3)C2=N)c1	0	1	-1	-1.5	0	99	101	-2	-3	16	105
CN1CCN(c2ccc(S(=O)(=O)N3CCCCC3)cc2NC(=O)c2ccc(F)cc2F)CC1	-3	-5	4	1.0	-5	102	102	-1	-2	8	101
Cc1ccc2nc(-c3ccccc3)c(CC(=O)O)c(C(=O)O)c2c1	-2	-4	9	0.5	-3	99	99	-2	1	66	100
Cc1cccc(NC(=O)COC(=O)c2cc(C)oc2C)c1	-5	0	5	0.2	0	93	95	-1	-2	10	?
Fc1ccc(CSc2ccc(-c3ccc4c(c3)OCO4)nn2)cc1	-9	-6	-8	-0.1	-7	102	101	-15	-8	16	102
O=c1[nH]c(SCCOc2ccccc2)nc2ccccc12	-3	0	2	0.1	-1	101	101	-11	-4	62	101
CCOC(=O)C1=C(c2ccccc2)NC(=O)N(C(C)=O)C1c1cccc([N+](=O)[O-])c1 (stereo not given)	6	0	6	1.7	0	97	81	0	0	24	93
O=C(N/N=C/c1cn(-c2cccs2)nc1-c1ccccc1)c1ccc(O)cc1	-18	-7	5	-8.3	-14	98	98	-3	-5	12	103
